TNAP inh noacc = inhibitors of human TNAP without phosphate acceptor. purified TNAP, CDP-star luminescence, 30 min. inhibition, % at 20 µM. 200,000 compounds, 0.26% hits. AID 1012;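 active = tissue-nonspecific alkaline phosphatase inhibition above about 50% at 20 µM in the single-dose screen, limit read from the data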;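 also: 0% = DMSO negative control and 100% = EDTA positive control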
Target sequence (P05186 whole entry, looked up): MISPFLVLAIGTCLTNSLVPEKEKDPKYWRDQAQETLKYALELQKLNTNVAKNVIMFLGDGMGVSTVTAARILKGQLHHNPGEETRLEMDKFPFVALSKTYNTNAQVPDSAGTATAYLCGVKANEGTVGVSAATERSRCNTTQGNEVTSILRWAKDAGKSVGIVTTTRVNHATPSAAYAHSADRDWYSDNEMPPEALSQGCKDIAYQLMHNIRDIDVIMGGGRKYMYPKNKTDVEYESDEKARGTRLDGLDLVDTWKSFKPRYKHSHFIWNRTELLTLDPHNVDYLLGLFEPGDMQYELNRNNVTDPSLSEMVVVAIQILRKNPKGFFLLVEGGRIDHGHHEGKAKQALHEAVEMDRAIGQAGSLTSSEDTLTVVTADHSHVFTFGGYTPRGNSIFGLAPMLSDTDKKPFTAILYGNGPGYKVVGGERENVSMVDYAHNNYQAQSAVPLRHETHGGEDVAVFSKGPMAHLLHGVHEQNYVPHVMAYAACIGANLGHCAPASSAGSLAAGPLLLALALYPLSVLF
TNAP inh hiacc = inhibitors of human TNAP at high phosphate acceptor concentration; purified TNAP, CDP-star luminescence, 1 M DEA; inhibition, % at 20 µM; 200,000 compounds, 0.03% hits;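 active = over 50% inhibition of tissue-nonspecific alkaline phosphatase at 20 µM in the single-dose screen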;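 also: plate controls were DMSO wells for no effect and EDTA-quenched wells as full inhibition for full effect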
bIAP inh = intestinal alkaline phosphatase (bovine) inhibition; purified bovine IAP, CDP-star luminescence, 30 min; inhibition, % at 20 µM; 190,000 tested, under 10 active;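 active = over 50% inhibition of intestinal alkaline phosphatase at 20 µM in the single-dose screen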
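Assay system – bovine IAP enzyme · Quantity – bovine IAP at 1/65,000,000 final dilution · Detection – CDP-star luminescence signal · Times – 30 min reaction at room temperature · Also added – CDP-star substrate at 30 µM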
PMI activator = phosphomannose isomerase (human) activation | AID 1214 | activation factor at 20 µM | P34949 | purified human PMI, coupled resazurin fluorescence, 20 min; stronger effect = higher value; 1 = vehicle control, 0 substrate-free wells | 190,000 compounds, 0.005% hits;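 active = activation factor of 2 or more at 20 µM, relative to plate controls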
Target sequence (P34949 whole entry, looked up): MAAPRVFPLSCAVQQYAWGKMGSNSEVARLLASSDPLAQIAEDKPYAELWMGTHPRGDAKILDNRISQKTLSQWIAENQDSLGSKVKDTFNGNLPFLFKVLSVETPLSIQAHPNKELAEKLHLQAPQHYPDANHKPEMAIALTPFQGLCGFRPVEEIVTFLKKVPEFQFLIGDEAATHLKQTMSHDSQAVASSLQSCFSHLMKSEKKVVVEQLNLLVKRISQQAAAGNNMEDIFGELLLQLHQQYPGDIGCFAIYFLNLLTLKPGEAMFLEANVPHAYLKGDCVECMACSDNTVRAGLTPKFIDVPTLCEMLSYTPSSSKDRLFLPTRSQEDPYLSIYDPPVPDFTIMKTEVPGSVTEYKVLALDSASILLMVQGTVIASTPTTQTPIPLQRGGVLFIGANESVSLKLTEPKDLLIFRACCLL
Diaphorase inh = counter-screen for diaphorase-based assays: diaphorase inhibitors and chemical oxidizers; diaphorase resazurin-to-resorufin fluorescence, NADH, 16 min; bacterial (C. kluyveri) enzyme, not human; inhibition, % at 20 µM; 190,000 compounds, 0.69% hits; AID 1217;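 active = primary screen inhibition at 20 µM above a set limit, cut at about 50% in these data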;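 also: plate controls were DMSO with full reaction for no effect and wells lacking NADH for full effect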
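Detection: fluorescence of resorufin formed from resazurin, Ex 544/Em 590 nm; test system: Clostridium kluyveri diaphorase enzyme; amount: 0.14 U/mL diaphorase, enzyme working solution; times: 16-min room-temperature incubation before reading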
TNAP act hiacc = increases human TNAP activity under high phosphate acceptor concentration; P05186; purified TNAP, CDP-star luminescence, 1 M DEA, 30 min; stronger effect = higher value; 0 = EDTA background, 1 = DMSO-only activity; activation factor at 20 µM; 200,000 tested, under 10 active; AID 1136;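 active = activation factor at least 2 at 20 µM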
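Assay system: human TNAP; Input: enzyme diluted 1/800 final; Reagent: CDP-star luminogenic substrate at 100 µM final; Timing: 30 min, room temperature; Signal: luminescence; Evaluation: TNAP activation factor scaled between EDTA and DMSO control wells.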
Diaphorase act = diaphorase activation or chemical reduction counter-screen. Diaphorase/resazurin coupled assay, resorufin fluorescence, 16 min; stronger effect = higher value; 1 = vehicle wells, 0 = NADH-free wells. activation factor at 20 µM. 190,000 compounds, 0.005% hits. AID 1229;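 active = diaphorase activity raised at least twofold by the compound at 20 µM; inactive = activation factor below 2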
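Material: Purified diaphorase enzyme from Clostridium kluyveri | Buffer or medium: 50 mM HEPES pH 7.4 with 4.542 mM MgCl2, 0.005% Tween 20 | Times: 16 min enzyme reaction, ambient temperature | Signal: Red resorufin fluorescence at 544/590 nm excitation/emission | Measure: Increased resorufin signal from activators or reducing compounds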
bIAP act = intestinal alkaline phosphatase (bovine) activation; 200,000 compounds, 0.17% hits; purified bovine IAP, CDP-star luminescence, 30 min; stronger effect = higher value; fold of DMSO-control signal, blank-subtracted; activation factor at 20 µM;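 active = activation factor of 2 or more at 20 µM, a signal rise over negative controls twice the positive control's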
L major viab = Leishmania major promastigote growth inhibition. inhibition, % at 10 µM. 200,000 compounds, 9% hits. Leishmania major promastigotes, resazurin fluorescence viability; in the data active = inhibition above about 50%;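 also: promastigotes grown with compound for 44 hours at 28 °C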
PMI act hi M6P = PMI (human) activation, high substrate | P34949 | coupled PMI enzyme assay, resazurin fluorescence, 20 min; stronger effect = higher value; 1 = untreated enzyme, 0 = substrate-free blank | activation factor at 20 µM | 190,000 compounds, 0.34% hits | AID 1216;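 active = activation factor of 2 or more at 20 µM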
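Material: human phosphomannose isomerase with PGI, G6PDH, diaphorase coupling enzymes. Quantity: 15 ng/mL PMI. Medium: HEPES pH 7.4 buffer with MgCl2 and Tween-20. Reagent: Near-saturating mannose-6-phosphate, 1.0 mM. Compound: 20 µM single dose. Times: enzyme reaction with compound 20 min at room temperature. Detection: resorufin fluorescence at Ex 544/Em 590 nm.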
Starred values were filed as active, the others as inactive; x = not tested or not shown. Compounds as they come. About 10% of those tested had a hit in this group.

SMILES	TNAP inh noacc	TNAP inh hiacc	bIAP inh	PMI activator	Diaphorase inh	TNAP act hiacc	Diaphorase act	bIAP act	L major viab	PMI act hi M6P
Cn1c(=O)cc(N2CCCCC2)[nH]c1=O	-8	1	7	1	7	1	0.9	0.9	-4	0.8
CCCCCCOC(=O)NCC(O)c1ccccc1 (centres undefined)	-12	-10	9	0.9	21	1.1	0.8	0.9	-2	1
COc1cc2c(C(=O)N3CCN(c4ccccc4F)CC3)cn(C)c(=O)c2cc1OC	-6	1	-6	1	14	1	0.9	1.1	0	0.9
O=C(Cn1cnc2c(nnn2Cc2ccc(Cl)cc2)c1=O)OCc1ccccc1	-12	-5	10	1	13	1.1	0.9	0.9	-6	1
O=c1cc(CO)oc(CN2CCN(Cc3ccccc3)CC2)c1O	-9	-2	-4	1	7	1	0.9	1	-3	1
COCCNC(=O)CN(C(=O)Cn1nnc2ccccc21)c1ccc(F)c(Cl)c1	-10	-2	-1	1	-7	1	1.1	1	-1	1.1
O=C(COc1ccc(S(=O)(=O)N2CCc3ccccc32)cc1Cl)NCc1ccccn1	-4	-4	-1	0.9	24	1	0.8	1	1	1.1
O=C(CSc1ncccn1)c1ccccc1Br	-7	-4	6	1	13	1	0.9	0.9	4	1.1
CC(C)Cc1nnc(NC(=O)Cc2ccc([N+](=O)[O-])cc2)s1	-4	1	-4	1	8	1	0.9	1	-6	1
O=c1c2ccccc2nnn1COc1cccc(Cl)c1	-2	3	1	1.1	4	1	1	1	9	1.1
Cc1cccc(N(CC(O)CON=C2c3ccccc3-c3ccccc32)S(C)(=O)=O)c1 (centres undefined)	-16	-8	3	0.9	24	1.1	0.8	1	56*	0.9
COc1cc2c3nnc(-c4ccccc4)c-3cn(Cc3ccccc3F)c2cc1OC	-14	-3	-18	1	-16	1	1.2	1.2	38	1
C(=N\Nc1nc(N2CCOCC2)nc(N2CCOCC2)n1)/c1ccco1	-13	-5	2	x	x	1	x	1	-5	x
O=C(O)COc1ccc(C(=O)Cc2ccc3c(c2)OCCCO3)c(O)c1	1	-7	2	1	8	1.1	0.9	1	-3	1.1
Cn1cc(C(=O)c2ccc(Cl)cc2Cl)cc1C=O	-7	-2	2	1	10	1	0.9	1	8	1
OCCN(Cc1ccccc1)C(=S)Nc1ccc(F)cc1	-1	0	-9	0.9	5	1	1	1.1	10	0.9
CCCCCCNC(=O)CCCCCNS(=O)(=O)c1ccc(OC)cc1	-7	-4	11	1	13	1	0.9	0.9	0	1
CCN(c1ccccc1)S(=O)(=O)c1cccc(C(=O)O)c1	-3	-7	-2	1	1	1.1	1	1	-3	1.1
O=C(CSc1nc2cc(S(=O)(=O)N3CCOCC3)ccc2o1)NC1CCCc2ccccc21 (centres undefined)	-8	-8	-3	0.5	-4	1.1	1	1	31	0.9
CC(C)c1ccc(N(CC(=O)NN=C2CCN(C)CC2)S(=O)(=O)c2ccccc2)cc1	-20	-2	-8	1	9	1	0.9	1.1	7	1

In the list so far, five have four or more nitrogen atoms:
SMILES	TNAP inh noacc	TNAP inh hiacc	bIAP inh	PMI activator	Diaphorase inh	TNAP act hiacc	Diaphorase act	bIAP act	L major viab	PMI act hi M6P
O=C(Cn1cnc2c(nnn2Cc2ccc(Cl)cc2)c1=O)OCc1ccccc1	-12	-5	10	1	13	1.1	0.9	0.9	-6	1
COCCNC(=O)CN(C(=O)Cn1nnc2ccccc21)c1ccc(F)c(Cl)c1	-10	-2	-1	1	-7	1	1.1	1	-1	1.1
CC(C)Cc1nnc(NC(=O)Cc2ccc([N+](=O)[O-])cc2)s1	-4	1	-4	1	8	1	0.9	1	-6	1
C(=N\Nc1nc(N2CCOCC2)nc(N2CCOCC2)n1)/c1ccco1	-13	-5	2	x	x	1	x	1	-5	x
CC(C)c1ccc(N(CC(=O)NN=C2CCN(C)CC2)S(=O)(=O)c2ccccc2)cc1	-20	-2	-8	1	9	1	0.9	1.1	7	1

(continued)
SMILES	TNAP inh noacc	TNAP inh hiacc	bIAP inh	PMI activator	Diaphorase inh	TNAP act hiacc	Diaphorase act	bIAP act	L major viab	PMI act hi M6P
O=C1N(Cc2cccnc2)C[C@@H]2C[C@@H](c3cccc(C(F)(F)F)c3)N3CCC[C@@]123	-13	-10	5	0.9	23	1.1	0.8	1	-2	1
C=CCOc1c(Cl)cc(CNc2ccc(N(C)C)cc2)cc1OC	1	3	3	0.6	24	1	0.8	1	101*	0.5
COC(=O)c1cc(COC(=O)c2cccnc2SC)oc1C	-11	-3	8	1	13	1	0.9	0.9	-8	1
N#Cc1c(NCCCO)nc(NCc2ccccc2)c2c1CCN(Cc1ccccc1)C2	-18	-4	-16	0.4	56*	1	0.4	1.2	59*	0.4
Cc1ccc(NC(=O)CSc2n[nH]c(=O)n2C2CC2)cc1S(=O)(=O)N1CCOCC1	-8	-3	-14	1	0	1	1	1.1	26	1.1
COc1ccc(N2CCN(C(=O)CSc3nnc4c(C)cc5ccc(C)c(C)c5n34)CC2)cc1	-6	-6	6	0.9	20	1.1	0.8	0.9	1	0.9
CC(C)CNC(=O)c1ccc(NC(=O)c2cccs2)cc1	-7	0	-16	1	16	1	0.8	1.2	52*	0.8
Cc1ccc2cc(CCNC(=O)c3ccc(Br)o3)c(=O)[nH]c2c1	-10	-4	-6	0.9	20	1	0.8	1.1	10	1
Cc1nc(N)c(Cc2ccc(Cl)cc2Cl)c(N)n1	-11	0	0	1	1	1	1	1	47	1
Nc1cc(=O)[nH]c(SCC(=O)NCC2CCCO2)n1 (centres undefined)	-11	-5	0	0.9	16	1.1	0.8	1	-7	0.9
Cc1cc(NC(=O)CCC(=O)N(CC(=O)NC2CCCC2)Cc2ccc(F)cc2)no1	-8	-3	2	0.8	11	1	0.9	1	-4	0.8
Cc1cccn2c(CN3CCCN(C=O)CC3)c(C(=O)N(C)CCc3ccccc3)nc12	-12	-7	-9	1	10	1.1	0.9	1.1	-2	0.9
CC1=C(C(=O)OCC2CCCO2)C(c2ccccc2)C2=C(CC(C)(C)CC2=O)N1 (centres undefined)	-26	-7	-13	1	16	1.1	0.8	1.1	7	0.9
CCOCc1cnc(C)nc1NCC(=O)c1c(C)[nH]c2ccc(OC)cc12	-6	-4	-3	0.9	-8	1	1.1	1	-3	0.9
COc1cc(NC(=S)N2CCC(C(N)=O)CC2)c(OC)cc1Cl	-16	-9	1	1	55*	1.1	0.5	1	-6	1
O=C(NC1CCCC1)C(c1ccncc1)N(Cc1ccccc1)C(=O)Cc1cccs1 (centres undefined)	-11	-4	-5	0.9	6	1	0.9	1.1	-3	1
Cc1cc(C(=O)Nc2c(F)c(F)c(F)c(F)c2F)n(-c2ccccc2)n1	-3	-3	-1	1.1	3	1	1	1	5	1.1
S=C(NC1CCCC1)NC1CC1	-8	-1	5	1	11	1	0.9	1	-8	1
CC1(C)Cc2cccc(OCC(O)CN3CCN(c4ccccn4)CC3)c2O1 (centres undefined)	-10	-1	5	0.9	15	1	0.8	0.9	85*	0.9
Oc1c(Br)cccc1/C=N/Nc1c(F)c(F)c(F)c(F)c1F	-6	5	8	0.9	5	1	1	0.9	-13	1
CCOc1ccccc1NC(=O)COC(=O)C(CC(C)C)N1C(=O)C2CC=CCC2C1=O (centres undefined)	-6	-4	-4	0.8	23	1	0.8	1	2	0.9
COc1cccc(CN(C(=O)c2ccco2)C(C(=O)NC2CCCC2)c2cccnc2)c1 (centres undefined)	-12	-4	20	1	10	1	0.9	0.8	-4	1
CCOC(=O)c1c(C)[nH]c(C(=O)CSc2nnc(-c3ccncc3)n2CC)c1C	-6	2	0	1	6	1	0.9	1	3	1
COc1ccc(OCc2csc(N)n2)cc1	-12	-5	-13	1	10	1	0.9	1.1	-3	1
Clc1ccc2nc(-c3ccccc3)c(CN3CCOCC3)n2c1	-11	-2	5	0.8	20	1	0.8	1	60*	0.8
CCOC(=O)N1CCN(CCC(=O)Nc2ccc(C)c(Br)c2)CC1	-2	3	-10	0.9	5	1	0.9	1.1	73*	0.9
CCCc1cc(=O)[nH]c(SCC(=O)N2CCN(S(=O)(=O)c3ccc(Cl)cc3)CC2)n1	-7	-4	-3	1.2	15	1	0.8	1	67*	1
Cc1cccc(C)c1OCCNC(=O)c1ccc2ccccc2n1	-5	-5	14	0.9	4	1.1	1	0.9	7	0.9
CCOc1cc2[nH]c(=S)n(CCCN3CCOCC3)c(=O)c2cc1OCC	-4	4	-4	1	-7	1	1.1	1	31	1.1
CC(=O)Nc1ccc(S(=O)(=O)Nc2nccc(/C=C/c3ccccc3F)n2)cc1	-9	-7	-2	0.8	16	1.1	0.8	1	-7	0.8
CCOC(=O)/C=c1\s/c(=C\c2ccc(C)cc2)c(=O)n1CC(=O)NCc1ccco1	4	-6	-12	1.1	3	1.1	1	1.1	44	1.1
CCNc1ccccc(C(=O)/C=C/c2ccc3c(c2)OCO3)c1=O	11	0	28	1.2	34	1	0.7	0.7	63*	1.4
CN(CC1CCCO1)S(=O)(=O)c1ccc(C(=O)N2CCN(c3ccccc3)CC2)cc1 (centres undefined)	-8	-3	-1	1.1	9	1	0.9	1	0	1
CCO[C@H]1OC(C(=O)N2CCN(C)CC2)=C[C@@H](C2CC2)[C@@H]1CCCO	-5	-6	0	0.8	18	1.1	0.8	1	0	0.8
N#Cc1c(C(F)(F)F)cc(-c2ccccc2Cl)[nH]c1=O	6	-3	6	0.9	12	1	0.9	0.9	-2	0.9
COc1cc(C(=O)NNC(=S)Nc2ccc(S(N)(=O)=O)cc2)cc(OC)c1OC	-68	4	-17	0.4	6	1	0.9	1.2	-8	0.7
O=C(COc1ccc(S(=O)(=O)NC2CCCCC2)cc1)NCc1ccccn1	-9	-1	3	0.8	17	1	0.8	1	-7	0.8
COc1ccc(CCN(Cc2cc3cccc(C)c3n3nnnc23)C(=O)c2ccncc2)cc1OC	-7	-3	-7	x	x	1	x	1.1	8	x
COc1ccccc1NC(=O)CSc1nnc(-c2ccco2)n1Cc1ccco1	-6	-12	5	1	25	1.1	0.8	0.9	9	1
Cc1cc(C)n(CCCC(=O)O)n1	-8	-5	0	0.9	2	1.1	1	1	-5	0.9

Pulled by compound from the list above (two):
SMILES	TNAP inh noacc	TNAP inh hiacc	bIAP inh	PMI activator	Diaphorase inh	TNAP act hiacc	Diaphorase act	bIAP act	L major viab	PMI act hi M6P
CCNc1ccccc(C(=O)/C=C/c2ccc3c(c2)OCO3)c1=O	11	0	28	1.2	34	1	0.7	0.7	63*	1.4
COc1cc(C(=O)NNC(=S)Nc2ccc(S(N)(=O)=O)cc2)cc(OC)c1OC	-68	4	-17	0.4	6	1	0.9	1.2	-8	0.7
